# High-throughput results as filed in PubChem BioAssay.
# PMI inhibitors: inhibitors of human PMI, primary screen, biochemical, fluorescence intensity, coupled assay (AID 1209); purified PMI enzyme, coupled fluorescence intensity; higher % means a stronger effect; inhibition, % at 20 µM, or IC50 in µM where a hit was titrated; 190,000 tested, 0.42% active;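 note: plate controls were DMSO vehicle for no effect and wells lacking substrate for full effect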
# TNAP activators: stimulation of alkaline phosphatase TNAP activity – biochemical, luminescent, no phosphate acceptor, uHTS, primary screen (AID 1001) | purified TNAP, luminescent activation assay, no phosphate acceptor; higher activation fold means a stronger effect | activation fold at 20 µM; hits with a dose series show EC50 in µM | 200,000 tested, 0.03% active; in the data active = activation fold from about 3, or a potency from the dose series; inactive = the rest, 99 in 100 with activation fold below about 1.6; note: many of its hits are not listed in these tables
# XIAP antagonists: XIAP antagonists, biochemical, IAP family, fluorescence polarization (AID 1018) | XIAP BIR domain, fluorescence polarization peptide displacement; higher % means a stronger effect | displacement, % at 20 µM; hits with a dose series show IC50 in µM | 200,000 tested, 0.007% active; in the data active = displacement above about 50%; note: a part of the inactive calls stands beside numbers as strong as those of hits
# KOR beta-arrestin-1: KOR agonists, beta-arrestin recruitment, primary screen, cell-based, luminescence, uHTS (AID 1777) | KOR beta-arrestin recruitment, luminescence; higher % means a stronger effect | activation, % at 10 µM; hits with a dose series show EC50 in µM | 280,000 tested, 0.02% active; in the data active = activation above about 50%, passing the limit was not always enough; note: a part of the inactive calls stands beside numbers as strong as those of hits
# HEK293 NOD2/NF-kB: inhibition of NOD2-driven NF-kB reporter – cell-based, luminescence, uHTS, HEK293 (AID 1566). HEK293 NOD2/NF-kB luciferase reporter, luminescence; higher % means a stronger effect. one-dose inhibition, % at 4 µM; EC50 in µM for titrated hits. 290,000 tested, 0.63% active; note: many of its hits are not listed in these tables
# LYP inhibition: inhibitors of LYP phosphatase, biochemical, fluorescence intensity, uHTS (AID 1779) | recombinant LYP phosphatase, fluorescence intensity; higher % means a stronger effect | inhibition, % at 11.5 µM, or IC50 in µM where a hit was titrated | 290,000 tested, 0.054% active;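 note: plate controls were vehicle with enzyme for no effect and no enzyme for full effect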
# KOR beta-arrestin-2: kappa opioid receptor blockers – cell-based, luminescence, uHTS (AID 1778); KOR beta-arrestin recruitment, luminescence, antagonist mode; higher % means a stronger effect; one-dose inhibition, % at 10 µM; IC50 in µM for titrated hits; 290,000 tested, 0.091% active; note: strong numbers were not always called active
# NOD1 inhibition: inhibition of NOD1-driven NF-kB reporter – cell-based, luminescence, uHTS, primary screen (AID 1578); NOD1-driven NF-kB luciferase reporter cells, luminescence; higher % means a stronger effect; inhibition, % at 4 µM; hits with a dose series show EC50 in µM; 290,000 tested, 1% active; in the data active = inhibition mostly above about 36%, no sharp cut-off; inactive = mostly below about 34%;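 note: HEK-293T reporter cells stimulated with the NOD1 agonist gamma-tri-DAP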
# PMI inhibition: MPI inhibition at elevated mannose 6-phosphate – biochemical, fluorescence intensity, high mannose 6-phosphate, primary screen (AID 1220) | recombinant PMI enzyme, coupled fluorescence intensity; higher % means a stronger effect | inhibition, % at 20 µM, or IC50 in µM where a hit was titrated | 190,000 tested, 0.66% active
# Active calls of the source: *; . = no result given; [ ] = dose if it differs, or a comment. Cut-off read from the data, not from the text of the source, unless noted: active = inhibition above about 50%; inactive = the rest. An excerpt; count on the stated rates, not on these rows.
No.	molecule	PMI inhibitors	TNAP activators	XIAP antagonists	KOR beta-arrestin-1	HEK293 NOD2/NF-kB	LYP inhibition	KOR beta-arrestin-2	NOD1 inhibition	PMI inhibition
1	Cn1nnc2cc(C(=O)N3CCC(c4ccccc4)C3)ccc21 (stereo not given)	10%	1.1	-4.9%	-4.4%	-7%	-6%	-3%	-16%	6%
2	COc1ccccc1OCC(=O)Nc1ccc2c(c1)C(=O)N(CC1CCCO1)C2=O (stereo not given)	6%	1.1	-0.8%	-6.6%	19%	-8%	-5%[20 µM]	-20%	14%
3	COc1cccc(CNC(=O)C(CC(C)C)NC(=O)c2ccccc2C)c1 (stereo not given)	.	.	.	-6.0%	2%	-5%	17%	-7%	.
4	COc1cccc(OC)c1C(=O)Nc1ccc2c(c1)OCCO2	3%	1.1	-0.4%	-4.0%	-2%	-9%	-4%	-7%	3%
5	O=C(c1ccco1)N1CCN(CCOCCOc2cccc3ccccc23)CC1	3%	1.2	-7.3%	3.6%	-2%	-12%	13%	-1%	-4%
6	CCOC(=O)Cn1c(=O)oc2cc(S(=O)(=O)N3CCc4ccccc43)ccc21	6%	1.1	-7.2%	-3.0%	14%	-2%	-32%	-1%	6%
7	COCCNC(=O)C(C)N1c2cccc3cccc(c23)S1(=O)=O (stereo not given)	3%	1.1	-0.8%	-3.7%	18%	-8%	-6%	-38%	18%
8	Cc1ccsc1C(=O)NCCC(c1ccccc1)c1ccccc1	17%	1.2	-4.8%	-1.6%	8%	-5%	-13%	-13%	4%
9	O=C(O)/C=C/C(=O)Nc1ccc(O)cc1	.	.	.	2.4%	3%	-16%	-16%	-12%	.
10	CCOC(=O)C1=C(C)N(CCCC(=O)O)C(=O)NC1c1ccc(Cl)cc1 (stereo not given)	.	.	.	-0.8%	-11%	-11%	-38%[20 µM]	-17%	.
11	O=C1Nc2ccccc2Nc2ccccc21	.	.	.	-1.1%	0%	-9%	33%	10%	.
12	O=C(c1ccccc1)c1ccc(Cn2cc(-c3ccccc3)nn2)cc1	.	.	.	-3.5%	33%	-4%	-25%[20 µM]	24%	.
13	CC(=O)Cc1nsc(NC(=O)c2ccc(Cl)cc2Cl)n1	-7%	1.1	-3.2%	0.7%	-9%	-1%	8%	-46%	-6%
14	Nc1nncn1C(=O)c1cc(Br)ccc1Cl	3%	1.1	-3.6%	1.5%	-5%	1%	8%	.	-3%
15	CCCn1c(CCC(=O)O)nc2cc(S(N)(=O)=O)ccc21	.	.	.	7.0%	-11%	3%	-13%	-14%	.
16	O=C1NC(NS(=O)(=O)c2ccc(Cl)cc2)(C(F)(F)F)C(=O)N1Cc1cccnc1 (stereo not given)	-1%	1	-10%	3.1%	6%	-6%	12%	5%	1%
17	Cc1onc(-c2ccccc2Cl)c1C(=O)Nc1c(C)n(C)n(-c2ccccc2)c1=O	-2%	1.1	1.1%	-3.4%	-2%	-8%	-8%	-2%	-6%
18	CCn1c(SCC(=O)Nc2ccc(S(=O)(=O)Nc3ccccn3)cc2)nnc1-c1ccncc1	3%	1.1	1.8%	-2.2%	15%	-9%	6%	-6%	2%
19	C/C(=N\O)c1oc2ccc3c(C)cc(=O)oc3c2c1C	.	.	.	0.5%	6%	-6%	-31%	-7%	.
20	Cc1ccc(Cn2ncc3c(N4CCOCC4)ncnc32)cc1	-7%	1	-2.0%	-2.0%	8%	1%	6%	-1%	0%
21	Cc1ccccc1CN1CCN(CC2CC2)CC1CCO (stereo not given)	.	.	.	-0.9%	-20%	-7%	-23%[20 µM]	-30%	.
22	Cc1cccc(NC(=O)c2ccc3c(c2)C(=O)N(Cc2cccnc2)C3=O)c1C	.	.	.	-4.3%	8%	-6%	2%	-27%	.
23	COc1ccc(-c2nc(CS(=O)CC(=O)N3CCOCC3)c(C)o2)cc1OC (stereo not given)	.	.	.	1.4%	16%	-4%	-34%	-13%	.
24	O=C(Nc1cccnc1)c1cc(-c2cccc(Cl)c2)on1	.	.	.	-5.6%	-45%	-11%	-45%	-28%	.
25	Cc1onc(-c2c(Cl)cccc2Cl)c1NC(=O)NN(C)c1ccc([N+](=O)[O-])cn1	.	.	.	2.6%	14%	3%	-1%	-2%	.
26	CNC(=O)NC(=O)COC(=O)c1ccccc1OCc1ccccc1	-7%	1.1	0.3%	-1.2%	4%	-4%	21%	-35%	2%
27	CC(C)=CCN1CCN(Cc2cnc(N3CCCC3)s2)CC1CCO (stereo not given)	-1%	1.1	-4.2%	.	-2%	-11%	-11%[20 µM]	-6%	-4%
28	COc1ccc(-n2c(O)c(/C=N/Nc3nc(C)cc(C)n3)c3ccccc3c2=O)cc1OC	-10%	1.1	-17%	-15%	-35%	-1%	50%	-28%	-10%
29	COc1ccc(C(=O)NCCCCCCNC(=O)c2ccc(OC)cc2)cc1	.	.	.	2.0%	-5%	-4%	2%	5%	.
30	NS(=O)(=O)c1ccc(NC(=O)COC(=O)COc2ccccc2)cc1	-1%	1	-3.4%	-2.7%	3%	-11%	-4%[20 µM]	7%	-1%
31	CCCN1CCN(C(=S)Nc2ccc([N+](=O)[O-])cc2)CC1	16%	0.9	-7.7%	-1.7%	-8%	4%	-23%	-26%	15%
32	COc1cc(/C=C2/SC(=O)NC2=O)ccc1OC(=O)c1ccco1	.	.	.	3.2%	-101%	-3%	10%	-6%	.
33	O=c1c(O)c(-c2cccs2)oc2ccc(Cl)cc12	0%	1	-3.8%	-2.9%	18%	4%	-10%	-2%	-11%
34	C=CCNC(=O)NC(=O)CN1C(=O)NC(c2ccccc2)(c2ccccc2)C1=O	.	.	.	-4.6%	10%	-8%	2%	-38%	.
35	O=C(CS(=O)(=O)c1cn(CC(=O)N2CCOCC2)c2ccccc12)NCc1ccc(F)cc1	.	.	.	0.7%	6%	-4%	-2%	-30%	.
36	CNC(=O)CC1C(=O)N(c2ccc(F)cc2)C(=S)N1NC(=O)c1ccc(Br)cc1 (stereo not given)	.	.	.	-2.4%	-2%	-4%	17%	-6%	.
37	Cc1nonc1OCCN1CCN(c2ccc([N+](=O)[O-])cc2)CC1	.	.	.	5.7%	11%	1%	4%	-5%	.
38	CN(C)c1ccc(C2Nc3ccccc3C(=O)N2NS(=O)(=O)c2ccccc2)cc1 (stereo not given)	5%	1.1	-3.8%	-3.2%	4%	-2%	7%	-42%	5%
39	CCOc1ccc2[nH]c(=O)c(CN(CCO)C(=O)c3ccc(Br)cc3)cc2c1	4%	1.1	-9.2%	-3.8%	-5%	-9%	-30%	-2%	8%
40	O=C(N/N=C/c1ccccn1)c1cccc(NC(=O)c2ccc(Cl)cc2)c1	.	.	.	5.3%	28%	1%	-27%	-9%	.
41	C(=N\N1CCOCC1)/c1ccsc1	.	.	.	-8.6%	10%	-12%	1%	6%	.
42	COc1ccc(S(=O)(=O)Nc2cccc(Cl)c2)cc1OC	0%	1.1	0.3%	-1.2%	6%	4%	-30%	19%	-1%
43	CC(=O)Nc1ccc(NC(=O)COC(=O)Cc2c[nH]c3ccccc23)cc1	-2%	1.1	-2.5%	-3.1%	19%	-7%	0%	-13%	-4%
44	CCc1ccc(-n2cc(-c3ccc([N+](=O)[O-])cc3)[nH]c2=S)cc1	-5%	0.9	-2.1%	-0.1%	20%	0%	16%	-6%	-3%
45	Cc1cc(C)cc(OCCCCCNCCO)c1	11%	1	-5.5%	-2.1%	14%	-5%	-55%	-1%	10%
46	CC(=O)c1ccc(N2CCN(C(=O)C3CCCN3S(=O)(=O)c3cccc4nsnc34)CC2)cc1 (stereo not given)	.	.	.	-2.1%	0%	1%	5%	-27%	.
47	CCS(=O)(=O)N1CCN(Cc2c[nH]c3ccccc23)CC1	-6%	1.1	-8.6%	0.0%	-9%	1%	-7%	-42%	-2%
48	C=CCNC(=O)c1ccc(N(Cc2ccccc2)S(C)(=O)=O)cc1	.	.	.	11%	17%	-3%	-35%[20 µM]	5%	.
49	CCOc1ccccc1NC(=O)C1=C(C)NC(=O)NC1c1cccs1 (stereo not given)	18%	1.1	-5.1%	-0.8%	-22%	-8%	0%	25%	12%
50	O=S(=O)(c1ccc(Cl)cc1)N1CCCC1c1nc2ccccc2s1 (stereo not given)	18%	1.1	-4.9%	1.0%	19%	5%	-2%	23%	11%
51	Cc1cnc(NC(=O)c2ccc(OCC3CCCO3)cc2)s1 (stereo not given)	7%	1.1	-3.9%	-0.1%	-50%	-3%	25%	3%	17%
52	CCOc1ccc(CNc2nnnn2C)cc1OC	.	.	.	4.6%	-2%	-7%	-3%	-14%	.
53	Cc1cccc(NC(=O)Cn2nc(C(F)(F)F)cc2C2CC2)c1	8%	1.1	-0.2%	-3.5%	-6%	-6%	-6%	4%	1%
54	Cc1ccc2ncccc2c1[N+](=O)[O-]	4%	1.2	-2.1%	-2.8%	-2%	4%	27%	-18%	10%
55	O=c1[nH]c(SCc2ccc([N+](=O)[O-])cc2)nc2[nH]ncc12	-2%	1.1	-4.1%	-3.4%	-24%	-4%	25%	-48%	-1%
56	Cc1ccc(C(=O)COC(=O)CCC(=O)NC2CCCCC2)cc1[N+](=O)[O-]	5%	1.2	-13%	-10%	24%	-5%	6%	-32%	2%
57	O=C(O)C(CO)N=Cc1c(O)c2ccccc2oc1=O (stereo not given)	-28%	0.9	3.0%	-0.1%	7%	-3%	2%	-15%	-23%
58	CCOC(=O)c1ccc(NCc2ccc3c(c2)OCO3)cc1	11%	1	-3.1%	-0.9%	-9%	-8%	11%	62%	7%
59	CCN(CC)S(=O)(=O)c1ccc(Cl)c(C(=O)Nc2nncs2)c1	5%	1.1	-0.9%	0.1%	11%	0%	10%	-9%	-1%

# Molecules listed so far containing an aryl methoxy group, in the order listed:
No.	molecule	PMI inhibitors	TNAP activators	XIAP antagonists	KOR beta-arrestin-1	HEK293 NOD2/NF-kB	LYP inhibition	KOR beta-arrestin-2	NOD1 inhibition	PMI inhibition
2	COc1ccccc1OCC(=O)Nc1ccc2c(c1)C(=O)N(CC1CCCO1)C2=O (stereo not given)	6%	1.1	-0.8%	-6.6%	19%	-8%	-5%[20 µM]	-20%	14%
3	COc1cccc(CNC(=O)C(CC(C)C)NC(=O)c2ccccc2C)c1 (stereo not given)	.	.	.	-6.0%	2%	-5%	17%	-7%	.
4	COc1cccc(OC)c1C(=O)Nc1ccc2c(c1)OCCO2	3%	1.1	-0.4%	-4.0%	-2%	-9%	-4%	-7%	3%
23	COc1ccc(-c2nc(CS(=O)CC(=O)N3CCOCC3)c(C)o2)cc1OC (stereo not given)	.	.	.	1.4%	16%	-4%	-34%	-13%	.
28	COc1ccc(-n2c(O)c(/C=N/Nc3nc(C)cc(C)n3)c3ccccc3c2=O)cc1OC	-10%	1.1	-17%	-15%	-35%	-1%	50%	-28%	-10%
29	COc1ccc(C(=O)NCCCCCCNC(=O)c2ccc(OC)cc2)cc1	.	.	.	2.0%	-5%	-4%	2%	5%	.
32	COc1cc(/C=C2/SC(=O)NC2=O)ccc1OC(=O)c1ccco1	.	.	.	3.2%	-101%	-3%	10%	-6%	.
42	COc1ccc(S(=O)(=O)Nc2cccc(Cl)c2)cc1OC	0%	1.1	0.3%	-1.2%	6%	4%	-30%	19%	-1%
52	CCOc1ccc(CNc2nnnn2C)cc1OC	.	.	.	4.6%	-2%	-7%	-3%	-14%	.
